High-throughput results deposited in PubChem by several laboratories.
Ins promoter up = MIN6 insulin promoter up-regulation. 190,000 compounds, 0.3% hits. z-score at 5 µM. MIN6 insulin promoter-GFP reporter, high-content imaging; hits give high values;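 active = z-score above 3 at 5 µM with at least 500 cells counted in the well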
Autophagy mod = modulators of autophagy; MEF GFP-LC3 puncta imaging; test concentration mostly 10 µM; calls only at 10 µM (by protocol); 190,000 compounds, 0.98% hits; AID 463193;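 active = percentage of spot-positive cells more than 3 SD above its plate mean, without a fluorescence outlier flag or 80% toxicity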;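 also: spot-positive cell cutoff set from DMSO-treated cells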
NOD1 inhibition = NOD1 signaling inhibitors, primary screen, cell-based, luminescence, uHTS (AID 1578); inhibition, % at 4 µM; hits with a dose series show EC50 in µM; NOD1-driven NF-kB luciferase reporter cells, luminescence; higher % means a stronger effect; 290,000 compounds, 1% hits; in the data active = inhibition mostly above about 36%, no sharp cut-off; inactive = mostly below about 34%;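 also: HEK-293T reporter cells stimulated with the NOD1 agonist gamma-tri-DAP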
Yfh1-depleted yeast = enhancers of respiration in Yfh1-depleted yeast, dose response, Friedreich's ataxia, plus single-dose screen (AID 1465); S. cerevisiae Yfh1-off respiration, WST-1 reduction, 72 h; higher fold induction means a stronger effect; one-dose fold induction at 50 µM; EC50 in µM for titrated hits; 220,000 compounds, 0.074% hits;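 active = fold induction of absorbance versus untreated yeast above a set limit, then at least 30% activation at any dose in follow-up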;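 also: activators that raise dye reduction in frataxin-depleted yeast; strong numbers were not always called active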
P. falciparum M17LAP = P. falciparum M17LAP inhibitors, primary screen, biochemical, fluorogenic H-Leu-NHMec substrate, 1536-well (AID 1619) | 220,000 compounds, 0.38% hits | inhibition, % at 30 µM; hits with a dose series show IC50 in µM | recombinant M17LAP, H-Leu-NHMec fluorogenic kinetic assay; higher % means a stronger effect;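 active = compound inhibiting the enzyme by more than half at any dose during confirmatory dose-response retesting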;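 also: plate controls were full reaction with DMSO carrier for no effect and no enzyme background for full effect; strong numbers were not always called active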
MT stabilizer = microtubule stabilization, imaging screen | HeLa tubulin immunostaining HCS, 24 h; share of cells brighter than vehicle mean+2SD | % tubulin-high responders, % at 10 µM | 200,000 compounds, 0.83% hits | AID 2205;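 active = plate Z-score above 3 for both tubulin-high and condensed-nucleus cell shares, with cell loss under 80%, at 10 µM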;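 also: anti alpha tubulin signal scored within the nucleus-defined area of each cell; some results filed as inactive read as strong as hits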
NOD2 inhibition = NOD2 signaling inhibitors, cell-based, luminescence, uHTS, HEK293 (AID 1566) | 290,000 compounds, 0.63% hits | HEK293 NOD2/NF-kB luciferase reporter, luminescence; higher % means a stronger effect | one-dose inhibition, % at 4 µM; EC50 in µM for titrated hits; in the data active = inhibition above about 50%; also: many of its hits are not listed in these tables
Dynein cargo inh = dynein cargo transport inhibition. z-score, hits read low. 3617.4 mouse cells, GR-EGFP nuclear translocation imaging; test concentration mostly 20 µM; stimulated with dexamethasone, 1 µM; hits give low values. AID 1381. 220,000 compounds, 0.47% hits;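 active = plate z-score of nuclear minus cytoplasmic receptor signal below a set negative limit, without overly bright fluorescence or cell loss, cut at about -3.5 in these data, passing the limit was not always enough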;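 also: z-score of nuclear minus cytoplasmic ring GR-EGFP intensity difference per well; some compounds called inactive have numbers as strong as hits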
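Buffer or medium: tet-free medium with charcoal-stripped serum / Also added: dexamethasone agonist, 1.0 µM final, for 30 min / Timing: induction 48 h, compound 1 h, agonist 30 min / Measured by: high-content fluorescence imaging after fixation / Read-out: nuclear-to-cytoplasmic GR-EGFP distribution per well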
bCat nuc transl = modulators of beta-catenin nuclear translocation; HeLa beta-catenin nuclear translocation, immunofluorescence imaging; nuclear translocation activity, % at 5 µM; 190,000 compounds, 0.3% hits;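 active = nuclear translocation activity above 50% at 5 µM, with a well cell count of 50 or more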;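 also: per-cell ratio of nuclear to cytoplasmic median beta-catenin stain intensity; plate controls were DMSO negative control for no effect and GSK-3 inhibitor IX positive control for full effect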
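Test system: human HeLa cells, endogenous beta-catenin. Times: 24 h compound exposure, 37°C. Measured by: beta-catenin immunofluorescence imaging with DAPI.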
Dynein cargo inh cytoplasmic EGFP = also measured in Dynein cargo inh; calls as there; z-score; measured here: cytoplasmic GR-EGFP intensity; hits give high values
Dynein cargo inh nuclear GR-EGFP = recorded beside Dynein cargo inh, whose call it bears; z-score; measured here: nuclear GR-EGFP intensity;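 lower value marks the stronger effect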
Dynein cargo inh cell count = second read-out of Dynein cargo inh, no call of its own (marks repeat the call); z-score; measured here: cell count per field
Ins promoter up cell count = also measured in Ins promoter up; calls as there; cell count; measured here: cytotoxicity, nuclei count;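 total cells summed across four imaged fields per well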
bCat nuc transl cell count 5 µM = further read-out of bCat nuc transl, marked with its call; cell count; measured here: cell count, cytotoxicity flag
MT stabilizer Hoechst-high % = recorded beside MT stabilizer, whose call it bears; % Hoechst-high responders; measured here: nuclear condensation Hoechst responders;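 share of cells brighter than vehicle mean plus two SD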
MT stabilizer cytotoxicity % = recorded beside MT stabilizer, whose call it bears; toxicity, %; measured here: cytotoxicity by cell density;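 0% = mean cell density of plate MIN control wells and 100% = no cells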
Autophagy mod cell loss 18 h = further read-out of Autophagy mod, marked with its call; toxicity, %; measured here: cell loss, nuclei count;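 cell loss after 18 h compound exposure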
An asterisk follows results filed as active; i = inactive; . = not tested or not shown. Some of the compounds tested (hit frequency here may not be typical).

No.	Molecule	Ins promoter up	Ins promoter up cell count	Autophagy mod	Autophagy mod cell loss 18 h	NOD1 inhibition	Yfh1-depleted yeast	P. falciparum M17LAP	MT stabilizer	MT stabilizer Hoechst-high %	MT stabilizer cytotoxicity %	NOD2 inhibition	Dynein cargo inh	Dynein cargo inh cytoplasmic EGFP	Dynein cargo inh nuclear GR-EGFP	Dynein cargo inh cell count	bCat nuc transl	bCat nuc transl cell count 5 µM
1	C=C(C)CN(CC)C(=O)COc1ccc(S(=O)(=O)Nc2ccc(OC)cc2)cc1	.	.	i	4	5%	i	-1%	4.0	1.6	5.7	19%	3.2	-0.5	2.4	-0.89	.	.
2	FC(F)(F)c1cnc(Oc2ccccc2-c2nnco2)c(Cl)c1	0.2	932	i	-10	-21%	i	9%	2.5	1.1	7.3	0%	-0.71	-0.15	-0.2	0.91	3.1	1162
3	O=C(O)CCCC(=O)N1CCCC1	0.05	1315	i	10	-26%	i	-6%	2.4	2.5	7.1	10%	-0.82	-0.2	-0.57	0.22	0.1	964
4	O=C(CN1CCCC1)Nc1ccc(Br)cc1	-1.3	1184	i	10	-22%	i	-5%	2.8	2.3	11	-14%	2.3	-0.23	1.4	-2.2	-1.7	1013
5	Nn1c(SC/C=C/c2ccccc2)nnc1-c1ccccn1	-1	1361	i	12	-32%	i	4%	5.4	2.1	1.1	0%	-0.096	-0.21	0.096	-0.97	-2.0	1003
6	Cc1ccc(N2C(=O)C3C(C(=O)c4ccccc4)=NN(c4ccccc4)C3C2=O)cc1 (stereo not given)	.	.	i	18	14%	i	-6%	4.9	1.5	2.1	-3%	0.77	0.017	0.71	-0.72	-2.3	1106
7	O=C(c1cc2c(=O)n3ccccc3nc2s1)N1CCN(Cc2ccc3c(c2)OCO3)CC1	.	.	i	-6	-22%	i	-61%	2.5	2.4	8.5	10%	-0.96	-0.23	-0.67	0.65	-0.5	1494
8	O=C(NCCOC(=O)C1COc2ccccc2O1)C1COc2ccccc2O1 (stereo not given)	.	.	i	-1	4%	i	1%	2.9	2.4	3.2	7%	-0.12	-0.22	-0.14	0.83	.	.
9	O=C(CN1C(=O)C2CCCCN2C(=O)c2ccccc21)N1CCCc2ccccc21 (stereo not given)	-0.93	1358	i	7	-7%	i	2%	5.6	3.0	5.7	9%	-0.4	-0.12	-0.41	0.5	-8.4	858
10	C=CCSc1nnc2n(CCc3ccccc3)c(=O)c3c4c(sc3n12)COC(C)(C)C4	-0.11	946	i	-6	11%	i	1%	1.5	1.3	7.7	26%	-0.49	-0.065	0.051	0.34	.	.
11	Cn1c(SCC(=O)N/N=C/C=C/c2ccco2)nc2ccccc21	0.88	1265	i	2	-42%	i	3%	2.7	2.6	8.6	-5%	-0.29	-0.3	-0.47	0.35	1.1	544
12	CC12CN3CCN(CC(C3)/C1=N/NC(=O)Nc1ccccc1)C2	0.36	1233	i	10	1%	i	2%	4.2	2.1	6.3	0%	0.5	-0.25	0.095	-0.75	-3.5	468
13	Cc1cccc(N2C(=O)CC(Sc3nc(C)c4c(n3)CCCC4)C2=O)c1 (stereo not given)	0.59	1758	i	1	-10%	i	13%	4.5	2.3	7.9	-1%	-0.15	-0.23	0.55	0.57	-0.8	978
14	C=C(C)CNC(=S)NNC(=O)CCn1c2ccccc2c2ccccc21	-0.22	1246	i	0	-20%	i	-1%	1.4	2.4	14	6%	0.26	-0.21	-0.22	-0.32	1.3	561
15	CCS(=O)(=O)NCCCc1ccccc1	1.5	1269	i	1	-17%	i	-2%	2.1	0.3	27	1%	0.12	-0.11	0.22	0.52	.	.
16	COc1ccccc1NC(=O)COc1cccc(-n2cnnn2)c1	0.55	1343	i	6	10%	i	1%	2.4	1.8	5.8	10%	-0.031	-0.11	0.78	0.44	-2.6	993
17	CC1Cc2ccccc2N1C(=O)CSc1nnc(-c2ccc(S(=O)(=O)N3CCCCC3)cc2)o1 (stereo not given)	-0.15	1181	.	.	39%	.	.	.	.	.	14%	.	.	.	.	-4.6	985
18	COc1ccc(N2CCN(C(=O)CN(Cc3ccccc3)S(C)(=O)=O)CC2)cc1	0.7	921	i	-6	-9%	i	-3%	2.2	1.8	5.5	2%	0.5	0.36	0.35	0.075	.	.
19	CCSc1nc2c(c(-c3ccc(C)o3)c1C#N)CCCC2	-0.36	1040	i	6	-30%	i	3%	3.0	0.7	18	8%	-0.92	-0.19	-0.35	-0.6	-0.8	1154
20	O=S(=O)(c1ccc(Oc2ccc3oc4ccccc4c3c2)nc1)N1CCCC1	0.73	1320	i	7	-39%	i	6%	1.8	2.0	6.8	17%	0.38	-0.13	1.1	-1.3	-2.8	901
21	Cc1cc(SCC#N)n2nc(C)c(-c3ccccc3)c2n1	-0.18	1142	i	-18	13%	i	11%	6.2	2.6	8.5	12%	0.33	-0.39	0.065	0.15	-5.0	1138
22	CC(C)C(NC(=O)c1ccc(F)cc1)C(=O)OCC(=O)N1CC(=O)Nc2ccccc21 (stereo not given)	0.1	1164	i	-9	-16%	i	5%	3.6	2.7	9.2	6%	1.1	-0.24	0.23	-0.93	.	.
23	Cc1c(-c2ccc(F)cc2)nc(N)c(C#N)c1-c1cccnc1	-0.25	1010	.	.	12%	i	-7%	.	.	.	36%	1.9	-0.16	1.3	-0.71	0.5	1305
24	C[C@H](c1ccccc1)n1nnc(COCc2ccccc2)c1C#CCOCc1ccccc1	0.44	833	.	.	10%	i	1%	.	.	.	16%	-0.0083	-0.81	0.025	0.017	0.1	1345
25	COc1ccc(CN2CNc3c(c(=O)n(C)c(=O)n3C)C2)cc1	0.73	1328	i	22	-9%	i	8%	2.8	2.5	3.9	14%	-0.57	-0.25	0.6	0.14	-3.7	493
26	CCn1c([N+](=O)[O-])nc2c1c(=O)[nH]c(=O)n2C	1	1101	i	34	-25%	i	5%	4.1	2.0	6.9	3%	-3.2	3.7	-2.3	-1.4	0.9	1036
27	CCN1CCN(C2=C(Cl)C(=O)N(Cc3ccccc3)C2=O)CC1	-0.17	898	i	-8	-10%	i	16%	3.2	2.4	5.2	8%	-4.7*	0.5*	-2.2*	-0.099*	-2.2	1263
28	CCOC(=O)Cc1cc(=O)n2[nH]c(-c3ccc(C)cc3)cc2n1	.	.	i	-7	-23%	i	-3%	1.6	1.4	2.8	-11%	1.3	-0.28	1.1	-0.51	-8.5	1171
29	O=C(COC(=O)c1ccc2c(c1)OCO2)NCc1ccc2c(c1)OCO2	-0.19	964	i	-1	-4%	i	7%	3.1	1.4	3.9	14%	-1.1	-0.19	-0.42	0.14	.	.
30	OC(C#CCCN1CCCCC1)(c1ccccc1)c1ccccc1	0.4	1534	.	.	-9%	i	-2%	.	.	.	4%	-0.086	-0.27	-0.14	0.73	-0.9	1053
31	COc1ccc(C)cc1NC(=O)Nn1cnnc1	-0.3	974	i	5	-10%	i	-5%	1.8	1.8	19	11%	0.18	-0.048	0.18	0.42	-1.0	1161
32	CS(=O)(=O)N(CC(=O)NC1CCCC1)Cc1ccc(F)cc1	-0.23	1719	i	-3	-44%	i	-3%	3.1	2.8	4.5	-4%	0.74	-0.28	0.2	-0.23	-3.3	1090
33	O=C(N/N=C\c1cn[nH]c1-c1ccccc1)c1cccs1	0.57	1162	i	11	-21%	i	15%	0.9	1.7	0.1	-31%	-0.58	-0.17	-0.64	0.91	.	.
34	Cc1ccc2c(c1)c(C)c(C)n2CC(O)Cn1nc(C)c(Br)c1C (stereo not given)	-0.72	1205	i	0	-36%	i	16%	2.4	0.9	8.0	-4%	0.82	0.66	0.86	0.91	-0.6	1237
35	Cc1oc(-c2nc3ccccc3n2C)cc1C(=O)c1ccccc1	.	.	i	-5	-22%	i	7%	2.7	2.0	6.8	-148%	-2.6	0.061	-1.2	-1	-0.9	1243
36	Cn1c(SCC(=O)NCc2ccccc2)nc2c([nH]c3ccccc32)c1=O	-0.03	1457	i	26	-43%	i	-5%	2.8	2.1	8.5	-9%	-0.81	-0.28	-0.09	-0.08	-3.1	1154
